Screens: PubChem BioAssay, several laboratories
KRASV12 cytotoxicity: viability loss of HPDE-C7K cells – cell-based, fluorescence, HTS, primary screen (AID 431); HPDE-C7K KRASV12 cells, Alamar Blue viability, 48 h; higher % means a stronger effect; cytotoxicity, % at 10 µM; hits with a dose series show EC50 in µM; 1.7% of 63,000 active;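 active means compounds whose percent cytotoxicity in the single-dose primary screen, scaled between solvent and toxic-drug controls, exceeds 50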;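 further: 0% = DMSO solvent wells and 100% = doxorubicin-treated wells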
Alkaline phosphatase: human TNAP enzyme inhibitors, biochemical, luminescent (AID 518) | 0.09% of 64,000 active | purified TNAP enzyme, luminescent substrate readout; higher % means a stronger effect | inhibition, % at 20 µM, or IC50 in µM where a hit was titrated; in the data active means a potency from the dose series; inactive means the rest, 99 in 100 with inhibition below about 22%;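 further: plate controls were vehicle for no effect and reference inhibitor for full effect; many of its hits are not listed in these tables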
HPDE-C7 viability: cytotoxicity in HPDE-C7 cells, cell-based, fluorescence, HTS (AID 430). HPDE-C7 pancreatic duct cells viability, fluorescence; higher % means a stronger effect. cytotoxicity, % at 10 µM; hits with a dose series show EC50 in µM. 1.8% of 63,000 active;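 further: cells exposed to compound for 48 hours before viability readout; 0% = vehicle and 100% = reference cytotoxic drug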
MK inhibit: inhibitors of Streptococcus pneumoniae mevalonate kinase | purified MK, PK/LDH-coupled NADH absorbance 340 nm | inhibition, % at 10 µM | 0.48% of 65,000 active | AID 555;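 active means ranked among the strongest by inhibition in the single 10 µM screen, a fixed top-ranked set picked for dose follow-up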; further: no value below 0 was filed
HT1080 viability: cytotoxicity in HT1080 fibrosarcoma cells, cell-based, fluorescence readout (AID 620). HT1080 viability, fluorescence; higher % means a stronger effect. 0.42% of 87,000 active. cytotoxicity, % at 10 µM, or EC50 in µM where a hit was titrated;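 further: cells exposed to compound overnight then 4 h with Alamar Blue; 0% = vehicle DMSO and 100% = killing control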
Bfl-1 inhibitors: displacement of Bid BH3 peptide from Bfl-1 – biochemical, fluorescence polarization, FITC-Bid, mouse, primary screen (AID 432). FITC-Bid BH3 peptide fluorescence polarization displacement; higher % means a stronger effect. displacement, % at 20 µM, or IC50 in µM where a hit was titrated. 0.02% of 64,000 active; in the data active means a potency from the dose series; inactive means the rest, 99 in 100 with displacement below about 15%; further: strong numbers were not always called active
PMK inhibit: inhibitors of Streptococcus pneumoniae phosphomevalonate kinase | inhibition, % at 10 µM | purified PMK, PK/LDH-coupled NADH absorbance 340 nm | 0.49% of 65,000 active;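 active means top-ranked compounds by inhibition in the single 10 µM screen, taking a fixed number of the strongest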;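 further: 0% = full reaction with DMSO carrier and 100% = background rate without enzyme reaction; no value below 0 was filed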
DPM-DC inhibit: blocks S. pneumoniae diphosphomevalonate decarboxylase; calls only at 10 µM; 0.49% of 65,000 active; purified DPM-DC, PK/LDH coupled NADH fluorescence;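 active means the 320 compounds with the highest percent inhibition in the single-dose primary screen, excluding strongly autofluorescent ones, cut at about 32% in these data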;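 further: kinetic rate of NADH fluorescence loss reporting ADP formed by the decarboxylase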
LYP phosphatase: inhibition of human PTPN22 tyrosine phosphatase – biochemical, DiFMUP fluorescence, recombinant catalytic domain, 10 µM, primary screen (AID 606). recombinant LYP catalytic domain, DiFMUP fluorescence; higher % means a stronger effect. one-dose inhibition, % at 10 µM; IC50 in µM for titrated hits. 52,000 tested, under 10 active;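 active means IC50 under 40 µM in the dose-response test; inactive means IC50 of 40 µM or more, or never dose-tested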
PMK inhibit pilot replicates: also measured in PMK inhibit; calls as there; inhibition, %; measured here: pilot screen replicates
MK inhibit pilot replicates: recorded beside MK inhibit, whose call it bears; inhibition, %; measured here: pilot screen replicates
DPM-DC inhibit pilot screen %: also measured in DPM-DC inhibit; calls as there; inhibition, %; measured here: pilot screen trials
* = called active by the depositor; i = inactive; / = not tested or not shown; & = joins results of further samples; ! = a repeat was not active. Unless noted, no stated cut-off is given here; in the data, active means cytotoxicity above about 50%; inactive means the rest.

SMILES	KRASV12 cytotoxicity	Alkaline phosphatase	HPDE-C7 viability	MK inhibit	HT1080 viability	Bfl-1 inhibitors	PMK inhibit	DPM-DC inhibit	LYP phosphatase	others
CCC1SC2=NC(C)=C(C(=O)OCCOC)C(c3ccc(C(=O)OC)cc3)N2C1=O (stereo not drawn)	3.5%	8.4%	-3.4%	0.0	-8.1%	-2.3%	10.0	i	-4.1%
CC(C)C(=O)Nc1ccc(N2CCN(C(=O)c3cccs3)CC2)cc1	-3.9%	9.2%	-7.2%	0.0	14.5%	-7.0%	5.0	i	/
COc1ccc(C2CC(C(F)(F)F)n3nc(C(=O)NCc4cn(C)nc4C)c(Cl)c3N2)cc1 (stereo not drawn)	18.2%	3.9%	-5.4%	16.0	2.2%	7.9%	9.0	i	16.4%
CCC(=O)N1CCc2cc(S(=O)(=O)NCCC(=O)N3CCN(c4ccccn4)CC3)ccc21	-6.3%	0.9%	-0.4%	11.0	-2.1%	-2.2%	0.0	i	5.1%
CC(C)(C)NC(=O)C(c1ccccn1)N(C(=O)c1ccc2c(c1)OCCO2)C1CCCC1 (stereo not drawn)	-2.9%	3.5%	-4.5%	3.0	16.2%	-9.2%	11.0	i	1.0%
COC(=O)c1cccc(NC(=O)Cc2coc3cc(OC)ccc23)c1	-7.3%	11.1%	-6.8%	1.0	-11.1%	-6.8%	13.0	i	19.4%	PMK inhibit pilot replicates=0.5;MK inhibit pilot replicates=0.0;DPM-DC inhibit pilot screen %=0.0
CC(=O)Nc1ccc(C(=O)Nc2ccc(S(=O)(=O)NCC3CCCO3)cc2)cc1 (stereo not drawn)	-2.9%	11.0%	-3.3%	0.0	-7.0%	-1.6%	4.0	i	6.3%
CC(=O)c1ccc(OCC(C)C)c(CN2CCCCC2)c1	-1.4%	8.0%	-6.0%	6.0	31.0%	-1.7%	17.0	i	1.0%
COc1ccccc1C1C(C(=O)NCc2ccccc2)=C(C)Nc2ncnn21 (stereo not drawn)	-4.9%	8.8%	-4.5%	6.0	7.1%	-2.4%	2.0	i	-6.1%
CCn1c(-c2c[nH]c3ccccc23)n[nH]c1=S	-2.3%	32.4%	6.5%	14.0	4.4%	-0.8%	12.0	i	-0.5%
Cc1c(C#N)c2ccccc2n1CCOc1ccccc1F	-7.5%	6.7%	-1.3%	0.0	4.0%	-4.9%	5.0	i	-5.5%
COCCNC(=O)C(OC(=O)CC1Sc2ccccc2NC1=O)c1ccncc1 (stereo not drawn)	-7.0%	1.4%	-4.5%	2.0	0.5%	-7.6%	0.0	i	/
Nc1nc(Cl)nc2c1ncn2[C@H]1C[C@H](O)[C@@H](CO)O1	-14.0%	25.1%&25.1%	95.9%*!	7.0&5.0	33.2%	-2.5%&-2.5%	11.0&0.0	i	13.8%	PMK inhibit pilot replicates=3.5&6.5;MK inhibit pilot replicates=1.0&3.0;DPM-DC inhibit pilot screen %=1.0&1.0
COCC(C)n1c(C)cc(C(=O)COC(=O)c2nc3nc(C)cc(C)n3n2)c1C (stereo not drawn)	-8.4%	7.9%	-7.3%	5.0	-2.2%	1.5%	19.0	i	5.5%
C/C=C/c1ccc(OCCCCN2C(=O)NC(C)(C)C2=O)c(OC)c1	15.9%	11.8%	10.3%	17.0	6.1%	6.3%	1.0	i	0.2%
CCCc1cc(=O)oc2cc(OCC(=O)OC)cc(OCC(=O)OC)c12	5.1%	10.4%	3.2%	3.0	-4.1%	-1.2%	2.0	/	10.9%
O=C(O)CCNc1ccc2c(c1)OCCO2	16.1%	16.0%	14.9%	0.0	3.3%	-3.4%	17.0	i	6.5%	PMK inhibit pilot replicates=2.0;MK inhibit pilot replicates=0.0;DPM-DC inhibit pilot screen %=0.5
CCOC(=O)N1CCN(c2c(NCc3ccccc3OC)c(=O)c2=O)CC1	-15.6%	1.1%	-8.8%	10.0	3.8%	-4.6%	0.0	i	5.2%
Cc1cc(Br)ccc1NC(=O)CNC(=O)CN1C(=O)NC2(CCCCCC2)C1=O	-14.6%	-2.2%	-13.9%	3.0	-4.2%	0.9%	10.0	i	9.3%
O=C(CSc1nc2ccccc2c(=O)n1Cc1ccco1)N1CCCCCC1	-12.2%	9.6%	-15.3%	0.0	5.1%	1.8%	19.0	i	-3.3%
N=c1c(C(=O)NCc2ccc(F)cc2)cc2c(=O)n3ccccc3nc2n1CC1CCCO1 (stereo not drawn)	4.3%	11.9%	-2.9%	5.0	2.7%	2.5%	9.0	/	5.9%
CCCn1c(N)c(C(=O)COC(=O)c2c(C)noc2C)c(=O)n(C)c1=O	-12.6%	18.3%	-2.0%	1.0	-0.9%	-1.8%	13.0	i	8.8%
COC(=O)C1=C(C)OC(N)=C(C#N)C1c1ccccc1 (stereo not drawn)	-21.8%	12.8%	-13.0%	7.0	-4.0%	2.9%	0.0	i	5.9%	PMK inhibit pilot replicates=2.0;MK inhibit pilot replicates=5.0;DPM-DC inhibit pilot screen %=5.0
CC(C)c1ccc(NC(=O)C(c2ccccc2)N2CCN(C(=O)c3ccco3)CC2)cc1 (stereo not drawn)	-11.8%	-5.2%	5.4%	0.0	0.4%	1.5%	16.0	i	/
CN(CCNC(=O)C1CC(=O)N(c2ccc(F)c(Cl)c2)C1)Cc1ccccc1 (stereo not drawn)	1.0%	2.9%	-0.8%	5.0	3.7%	2.4%	9.0	i	10.7%

Copied from the listing, 3 compounds:
SMILES	KRASV12 cytotoxicity	Alkaline phosphatase	HPDE-C7 viability	MK inhibit	HT1080 viability	Bfl-1 inhibitors	PMK inhibit	DPM-DC inhibit	LYP phosphatase	others
CCC1SC2=NC(C)=C(C(=O)OCCOC)C(c3ccc(C(=O)OC)cc3)N2C1=O (stereo not drawn)	3.5%	8.4%	-3.4%	0.0	-8.1%	-2.3%	10.0	i	-4.1%
CC(C)C(=O)Nc1ccc(N2CCN(C(=O)c3cccs3)CC2)cc1	-3.9%	9.2%	-7.2%	0.0	14.5%	-7.0%	5.0	i	/
COc1ccc(C2CC(C(F)(F)F)n3nc(C(=O)NCc4cn(C)nc4C)c(Cl)c3N2)cc1 (stereo not drawn)	18.2%	3.9%	-5.4%	16.0	2.2%	7.9%	9.0	i	16.4%

Next section.
SMILES	KRASV12 cytotoxicity	Alkaline phosphatase	HPDE-C7 viability	MK inhibit	HT1080 viability	Bfl-1 inhibitors	PMK inhibit	DPM-DC inhibit	LYP phosphatase	others
COc1cccc(-c2csc(N3CCN(C(=O)C4CCCCC4)CC3)n2)c1	3.8%	8.6%	12.3%	6.0	2.3%	-5.4%	6.0	i	17.0%
O=C(Nc1ncc(Br)s1)C1CCCN1S(=O)(=O)c1cccc2cccnc12 (stereo not drawn)	-12.6%	19.0%	-6.7%	7.0	/	2.7%	0.0	i	/	PMK inhibit pilot replicates=3.5;MK inhibit pilot replicates=0.0;DPM-DC inhibit pilot screen %=1.5
CCOC(=O)c1c(N)sc(C(=O)N2CCCC2)c1C	10.4%	5.4%	1.1%	3.0	3.3%	-5.1%	0.0	i	1.3%
CCOCCCNC(=O)C(c1ccc(C)cc1)N1CCOCC1 (stereo not drawn)	-3.9%	-1.0%	-4.1%	5.0	-0.8%	0.1%	1.0	i	14.0%
COc1ccc(C)cc1S(=O)(=O)N1CCN(S(=O)(=O)c2cc(C)ccc2OC)CC1	-10.2%	2.6%	-9.5%	4.0	0.1%	6.6%	8.0	i	7.4%	PMK inhibit pilot replicates=2.5;MK inhibit pilot replicates=1.5;DPM-DC inhibit pilot screen %=0.5
Cc1cccc(OCc2nnc(SCC(=O)NCCc3ccccc3)o2)c1	-28.3%	3.8%	-25.1%	7.0	1.7%	0.4%	1.0	i	-8.2%
CN1CCN(C(=O)C2CCN(S(=O)(=O)c3ccc4c(c3)oc(=O)n4C)CC2)CC1	3.5%	5.9%	-0.1%	4.0	/	7.0%	7.0	i	/	PMK inhibit pilot replicates=0.5;MK inhibit pilot replicates=0.5;DPM-DC inhibit pilot screen %=2.0
CC1CCCCC1NC(=O)C1CCN(S(=O)(=O)N2CCCCCC2)CC1 (stereo not drawn)	-14.5%	9.6%	-12.7%	0.0	-2.2%	0.7%	12.0	i	1.6%
Cc1onc(-c2ccncc2)c1C(=O)O	-15.5%	16.5%	-11.3%	0.0	-6.4%	-3.5%	12.0	i	/
COc1cc2c(cc1OC)-c1cc(Nc3ccc4c(c3)OCCO4)nc(=O)n1CC2	23.0%	17.2%	25.0%	0.0	3.2%	6.1%	10.0	i	0.3%	PMK inhibit pilot replicates=2.5;MK inhibit pilot replicates=2.0;DPM-DC inhibit pilot screen %=9.5
COc1ccc(C)cc1NC(=O)c1ccc(S(=O)(=O)N2CCOCC2)cc1	-1.3%	12.0%	2.6%	2.0	7.7%	-1.4%	18.0	i	-28.1%
CC[C@H](C)[C@H](NS(=O)(=O)c1ccc(C)cc1)C(=O)N1CCC(C(=O)N[C@H](C(=O)O)C(C)C)CC1	-11.0%	18.9%	-15.8%	11.0	4.0%	-7.0%	9.0	i	11.8%
CCCOc1cccc(NC(=O)c2c(-c3ccccc3)noc2C)c1	2.7%	16.2%	-3.3%	1.0	-3.2%	-0.2%	1.0	i	9.7%	PMK inhibit pilot replicates=2.0;MK inhibit pilot replicates=0.5;DPM-DC inhibit pilot screen %=0.5
Cc1oc(-c2ccccc2F)nc1CS(=O)(=O)CC(=O)NCCN(C)C1CCCCC1	8.9%	-2.0%	14.7%	0.0	-3.3%	1.4%	1.0	i	0.8%
CCOC(=O)N1CCC(n2c(SCC(=O)NCc3ccccc3)nc3ccccc3c2=O)CC1	17.1%	7.1%	9.7%	11.0	10.8%	-2.7%	1.0	i	-3.3%
COc1ccc(Cl)cc1S(=O)(=O)N1CCN=C1C	-20.7%	2.4%	-15.1%	7.0	1.1%	-6.4%	3.0	i	5.6%
CC(=O)c1cccc(NC(=O)CCNS(=O)(=O)c2cccc3nsnc23)c1	2.5%	10.9%	-8.6%	8.0	/	-10.5%	0.0	i	/	PMK inhibit pilot replicates=2.5;MK inhibit pilot replicates=0.5;DPM-DC inhibit pilot screen %=0.0
CCOC(=O)C1CCCN(c2cc(=O)n(Cc3ccc(F)cc3)c(=O)[nH]2)C1 (stereo not drawn)	-11.3%	2.6%	-1.1%	10.0	7.6%	0.7%	8.0	i	8.5%	PMK inhibit pilot replicates=2.0;MK inhibit pilot replicates=3.0;DPM-DC inhibit pilot screen %=1.5
Cc1ccc(-c2noc(CCC(=O)NCCCN3CCN(c4cccc(Cl)c4)CC3)n2)cc1	1.8%	15.1%	-6.5%	6.0	23.2%	-0.5%	11.0	i	12.2%
CC(=O)N1CCN(C(=O)c2cccc(S(=O)(=O)Nc3ccc(C)cc3)c2)CC1	-1.7%	6.3%	-15.1%	5.0	0.2%	-4.1%	12.0	i	1.1%
N#CCCN(Cc1cccnc1)S(=O)(=O)c1ccc(S(=O)(=O)NC2CCCCC2)cc1	-1.4%	13.4%	-6.1%	9.0	-7.0%	-4.7%	5.0	i	5.3%
Cc1cc(C(F)F)n2nc(C(=O)Nc3cc(C)on3)nc2n1	/	/	/	7.0	-5.6%	/	8.0	i	/
Cc1cc(C(C)c2ccccc2)c(O)c(CN2CCOCC2)c1C (stereo not drawn)	3.3%	1.5%	-0.5%	2.0	0.8%	-7.3%	0.0	i	8.8%
